High-throughput results deposited in PubChem by Johns Hopkins Ion Channel Center.
CHT inh = human CHT choline transport inhibition; B-score at 10 µM; CHT-expressing cells, membrane potential dye, choline response; hits give low values; hit rate 0.86% among 310,000;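 active = B-score over 3 SD under the library average, and starting fluorescence ratio not unusually high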;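 also: choline stimulus applied at its EC90 after an EC20 pre-addition; B-score computed on integrated fluorescence ratio after choline addition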
Target sequence (Q9GZV3 whole entry, looked up): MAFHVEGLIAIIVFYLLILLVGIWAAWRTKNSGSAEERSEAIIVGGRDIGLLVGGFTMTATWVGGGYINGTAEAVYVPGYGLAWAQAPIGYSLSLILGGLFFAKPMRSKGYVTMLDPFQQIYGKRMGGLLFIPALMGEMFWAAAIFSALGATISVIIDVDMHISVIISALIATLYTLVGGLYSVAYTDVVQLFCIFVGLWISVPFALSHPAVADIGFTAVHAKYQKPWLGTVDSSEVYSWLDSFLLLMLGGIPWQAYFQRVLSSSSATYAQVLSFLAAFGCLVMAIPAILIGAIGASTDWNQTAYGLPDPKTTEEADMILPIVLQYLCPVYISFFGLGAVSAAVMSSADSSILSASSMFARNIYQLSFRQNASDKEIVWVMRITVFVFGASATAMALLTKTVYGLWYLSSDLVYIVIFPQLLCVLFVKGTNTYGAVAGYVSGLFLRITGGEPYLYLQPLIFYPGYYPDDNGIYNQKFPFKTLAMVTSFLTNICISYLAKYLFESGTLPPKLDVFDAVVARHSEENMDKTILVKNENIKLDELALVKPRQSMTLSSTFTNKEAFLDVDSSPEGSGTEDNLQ
Kir21 inh = Kir2.1 (mouse) channel inhibition; B-score at 10 µM; HEK293-Kir2.1, FluxOR thallium flux fluorescence; hits give low values; P35561; hit rate 0.85% among 310,000; AID 1672;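 active = fluorescence ratio B-score at or below minus 3 SD of library scores, with starting-brightness B-score within 2 SD, cut at about -4.2 in these data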;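 also: channel flux triggered by added potassium and thallium sulfate stimulus; B-score of peak minus minimum fluorescence over baseline after thallium stimulus; more negative B-score means stronger Kir2.1 block with less thallium influx; some compounds called inactive have numbers as strong as hits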
Target sequence (P35561 whole entry, looked up): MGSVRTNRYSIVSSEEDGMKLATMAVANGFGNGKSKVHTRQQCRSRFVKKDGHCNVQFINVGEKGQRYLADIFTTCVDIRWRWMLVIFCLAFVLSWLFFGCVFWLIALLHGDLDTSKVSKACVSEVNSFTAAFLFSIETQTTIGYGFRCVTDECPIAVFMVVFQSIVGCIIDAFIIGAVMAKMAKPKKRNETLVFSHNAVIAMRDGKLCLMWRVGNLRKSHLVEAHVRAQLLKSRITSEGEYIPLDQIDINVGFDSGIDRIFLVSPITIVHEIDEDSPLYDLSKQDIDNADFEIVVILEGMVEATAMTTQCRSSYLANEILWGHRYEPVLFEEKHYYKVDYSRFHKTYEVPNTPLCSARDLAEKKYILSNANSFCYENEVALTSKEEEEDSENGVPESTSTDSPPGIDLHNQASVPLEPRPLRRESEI
Numbers without * were called inactive; i = inactive; · = no result given.

SMILES	CHT inh	Kir21 inh
Cc1cc(C(=O)Nc2sc3c(c2C#N)CCC(C)C3)cs1 (stereo unspecified)	i	-0.71
O=C(O)CCC(=O)Nc1nc2ccccc2s1	i	0.14
O=C(Nc1ccc(NC(=S)NC(=O)c2cccs2)cc1)c1ccccc1	i	-0.22
COc1cc(OC)cc(C(=O)n2nc(C)cc2C)c1	i	-1.2
CN(C)CCNC(=S)Nc1ccc(-c2nc3ccccc3[nH]2)cc1	i	-0.29
COC(=O)Nc1ncc(CN2CCc3ccccc3C2)s1	i	0.04
O=C(c1cc2nc(C3CC3)cc(C(F)(F)F)n2n1)N1CCCC1	i	2.2
O=C(/C=C/Nc1ccccc1OC(F)(F)F)C(F)(F)F	i	0.24
O=C(COC(=O)c1cc(C(F)(F)F)cc(C(F)(F)F)c1)NCc1ccc(Cl)cc1	i	1.2
O=C1CN(C(=O)N[C@@H](Cc2ccccc2)C(=O)N[C@@H](Cc2ccccc2)C(=O)O)c2ccccc2N1	i	1.3
Cc1ccc(NC(=O)CSCc2nc3c(nnn3Cc3ccc(F)cc3)c(=O)[nH]2)c(C)c1	i	-0.04
CCN(CC)c1ccc(C2Nc3cccc4cccc(c34)N2)cc1	i	0.27
CCN(CC)c1nc2c(c(=O)n(C)c(=O)n2C)n1CC(=O)c1ccccc1	i	-0.12
COC(=O)c1sc(NC(=O)C2CCCCC2C(=O)O)c(C(=O)OC)c1C (stereo unspecified)	i	-3.9
CCOC(=O)c1ccc(N2C(=O)CC(N3CCC(C(=O)OCC)CC3)C2=O)cc1 (stereo unspecified)	i	0.82
Cc1ccc(C)c(S(=O)(=O)N2CCCOC2CNC(=O)C(=O)NC2CC2)c1 (stereo unspecified)	i	-0.66
Cc1ncccc1C(=O)N1CCCC(CNC(=O)C2(c3ccc(Cl)cc3)CC2)C1 (stereo unspecified)	i	1.3
CCOC(=O)c1cnc(Nc2ccc(OCC)cc2)nc1C	i	0.5
Cc1ccc(-c2nc(CN(Cc3c(C)nn(C)c3C)C(C)C)c(C)o2)o1	i	1.2
CN(C)C(=O)c1ccc(NC(=O)c2cc(-c3ccco3)nc3ccccc23)cc1	i	-0.01

Exported with the structure last: part of the list above.
| CHT inh | Kir21 inh | SMILES |
| --- | --- | --- |
| i | 1.3 | O=C1CN(C(=O)N[C@@H](Cc2ccccc2)C(=O)N[C@@H](Cc2ccccc2)C(=O)O)c2ccccc2N1 |
| i | -0.71 | Cc1cc(C(=O)Nc2sc3c(c2C#N)CCC(C)C3)cs1 (stereo unspecified) |
| i | 0.5 | CCOC(=O)c1cnc(Nc2ccc(OCC)cc2)nc1C |
| i | -0.04 | Cc1ccc(NC(=O)CSCc2nc3c(nnn3Cc3ccc(F)cc3)c(=O)[nH]2)c(C)c1 |
| i | -0.01 | CN(C)C(=O)c1ccc(NC(=O)c2cc(-c3ccco3)nc3ccccc23)cc1 |

The listing continues.
SMILES	CHT inh	Kir21 inh
COc1ccc(N=C2SC(CC(=O)Nc3ccccc3F)C(=O)N2Cc2ccco2)cc1 (stereo unspecified)	i	0.02
Cc1ccc(NC(=S)N/N=C2\CC(C)(C)Oc3ccc(O)cc32)cc1	i	0.13
CCc1nnc(NC(=O)CSc2nc3cc4c(cc3cc2C)OCCO4)s1	i	-0.63
O=C(OCC(=O)N1CCCc2ccccc21)c1ccccc1[N+](=O)[O-]	i	-0.39
COCCNC(=O)C(c1ccc(O)cc1)N(Cc1ccccc1)C(=O)CCC(=O)Nc1ccccn1 (stereo unspecified)	i	0.05
CCOc1cc(/C=N/N=C2/NC(=O)C(CC(=O)O)S2)ccc1OCc1ccc(Cl)cc1Cl (stereo unspecified)	i	-2.1
O=C(Nc1ccc(F)cc1)Nc1nnc(Cc2ccccc2F)s1	i	0.54
COc1ccc(C(=O)/C=C/C(=O)N(CC(=O)NC2CCCCC2)Cc2ccccc2)c(O)c1	·	0.31
CCOc1ccc(NC(=O)c2ccc3nccnc3c2)cc1	i	-0.05
Cc1csc(SCCn2c(N3CCCC3)nc3c2c(=O)[nH]c(=O)n3C)n1	i	1
Cc1cc(-c2ccc3ccccc3c2)n2ncnc2n1	i	0.16
CC(C)(C)C(=O)NC(=S)Nc1ccc(F)cc1	i	-1
CCOc1ccccc1NC(=S)N(CCN(C)C)C(C)c1ccncc1 (stereo unspecified)	i	-0.31
COc1ccc(NC(=O)c2sc3ncn(CC(=O)N4CCN(c5ccccn5)CC4)c(=O)c3c2C)cc1OC	i	-0.42
Cc1ccc(-n2ncc3c2CC(C)(C)CC3NC(=O)CCc2ccncc2)cc1 (stereo unspecified)	i	-1
NS(=O)(=O)c1ccc(CCNC(c2ccccc2)c2ccccc2)cc1	i	-0.58
CCn1cc(C(=O)NCCCOC(C)C)c(=O)c2cc(S(=O)(=O)N3CCOCC3)ccc21	i	0.72
O=C(c1ccccc1-c1nc2ccccc2[nH]1)N1CCCCC1	i	·
COc1ccc(OC)c(S(=O)(=O)NC(C)(C)C)c1	i	-0.93
COc1nc(OC)nc(N2CCC(C(=O)Nc3cccc4ccccc34)CC2)n1	i	-0.51
CC(C(=O)O)N1C(=O)CSc2ncccc21 (stereo unspecified)	i	-0.31
CCCN(CC(=O)Nc1ccccc1C)C(=O)c1ccc(S(=O)(=O)N2CCCC2)cc1	i	-1.3
COc1cccc2c(=O)n(CC(=O)N3CCC(C)CC3)ccc12	i	0.77
Cc1ccc(C(C)C)c(OCCCCN2CCNCC2)c1	i	-6.1*
CS(=O)(=O)Nc1ccc(S(=O)(=O)N2CCCC2)cc1	i	0.02
O=C(c1nn2c(C(F)(F)F)cc(-c3ccco3)nc2c1Br)N1CCCc2ccccc21	i	0.07
O=C(CC1COc2ccccc2O1)Nc1ccccn1 (stereo unspecified)	i	0.02
CC(=O)Nc1ccc2nc(SCC(=O)Nc3ccc(N4CCOCC4)c(Cl)c3)sc2c1	i	-0.86
COC(=O)COc1ccc(C2NC(=O)NC(c3ccccc3)=C2C(C)=O)cc1Br (stereo unspecified)	i	0.08
O=C(NCc1ccccc1)c1ncn[nH]1	i	1.4
COc1ccc(-c2csc(NC(CO)c3nc4ccccc4n3CCOCCO)n2)cc1 (stereo unspecified)	i	1.1
O=C(N/N=C/c1c[nH]c2ccccc12)c1ccc(Br)cc1	i	0.81
Nc1nc(COc2ccc3ccccc3c2)cs1	i	-0.19
COc1ccc(NC(=O)CN(C)C(=O)c2cccc(-n3cccc3)c2)cc1	i	-0.24
CCOc1ccc(OCC)c(NC(=O)c2[nH]c(C)c(C(C)=O)c2C)c1	i	0.73
O=C(Nc1nnc(C2CC2)s1)c1cc(S(=O)(=O)N2CCCCC2)ccc1N1CCOCC1	i	0.04
C=C(C)CSc1nnc2n(Cc3ccccc3)c(=O)c3c4c(sc3n12)CCC4	·	-0.98
COc1ccc(-c2cc(C(F)(F)F)n3nc(C(=O)N4CCCC4)cc3n2)cc1	i	0.19
CC(NS(=O)(=O)c1ccc(F)cc1)C(c1cccs1)N1CCN(C)CC1 (stereo unspecified)	i	-1.4
COc1ccc(NC(=O)CSc2nnc(CN3CCOCC3)n2-c2ccccc2)cc1Cl	i	-0.26
O=C1N/C(=N\N=C\c2cccnc2)SC1Cc1ccc(SC(F)F)cc1 (stereo unspecified)	i	1.3
CCCC(=O)N1CCC(Cc2ccccc2)CC1	i	0.34
COc1cccc(NC(=O)N2CCN(c3cccc(C)c3C)CC2)c1	i	2.7
COCCNC(=O)NC(=O)COC(=O)c1ccc2[nH]c3c(c2c1)CCCC3	i	0.94
Cc1ccc(C(=O)N2CCN(c3ccc([N+](=O)[O-])cc3)CC2)o1	i	1.6
O=c1[nH][nH]c(-c2ccccc2)c1C=Nc1cccc(Cl)c1	i	-0.16
O=C(CCCCCN1C(=O)[C@@H]2Cc3ccccc3CN2C1=O)Nc1cccc(F)c1	i	-2.9
CCOC(=O)/C(C#N)=C(\O)c1ccc(NC(=O)c2ccc([N+](=O)[O-])cc2)cc1	i	1.1
COc1cccc(NC(=O)CSc2nc3c(sc4ccccc43)c(=O)n2CCCN2CCCC2)c1	i	-5.7*
Cc1cc(NC(=O)c2ccc(Br)c([N+](=O)[O-])c2)no1	i	1.6
CC(C)(C)C(=O)N1CCC(O)(CS(=O)(=O)c2ccc(Cl)c(Cl)c2)CC1	i	0.44
CC(=O)Nc1ccc(NC2=C(Cl)C(=O)c3ccccc3C2=O)cc1	·	0.69
O=C(NCc1cccnc1)/C(=C/c1ccc(-c2cccc(C(F)(F)F)c2)o1)NC(=O)c1ccccc1	i	-0.03
COC(=O)C(C(=O)NCC1CCCO1)C1CCCCCC1 (stereo unspecified)	i	0.43
CCC(C)NC(=O)N[C@@H](Cc1ccccc1)C(=O)O (stereo partly specified)	i	-0.05
COc1ccc(Cl)cc1Nc1nnc(-c2ccncc2)s1	i	1.8
O=[N+]([O-])c1ccc(N2CCNCC2)cc1Sc1nc2ccccc2[nH]1	i	-1.9
COC(=O)Cc1c(C)nc2nc(-c3ccco3)[nH]n2c1=O	i	-0.07
COC(=O)CN1C(=O)C2(C(C#N)=C(N)Oc3ccccc32)C2=C1CC(C)(C)CC2=O (stereo unspecified)	i	0.6
O=C(CCC(=O)N1CCN(S(=O)(=O)c2ccccc2)CC1)NC1CCCc2ccccc21 (stereo unspecified)	i	-0.6

Profiles, looked up by structure. Order of screens: CHT inh | Kir21 inh
COc1cccc(NC(=O)N2CCN(c3cccc(C)c3C)CC2)c1 across the screens: i | 2.7
O=c1[nH][nH]c(-c2ccccc2)c1C=Nc1cccc(Cl)c1 across the screens: i | -0.16
Cc1ccc(C(=O)N2CCN(c3ccc([N+](=O)[O-])cc3)CC2)o1 across the screens: i | 1.6
O=C(CCCCCN1C(=O)[C@@H]2Cc3ccccc3CN2C1=O)Nc1cccc(F)c1 across the screens: i | -2.9
COC(=O)CN1C(=O)C2(C(C#N)=C(N)Oc3ccccc32)C2=C1CC(C)(C)CC2=O (stereo unspecified) across the screens: i | 0.6

More structures
SMILES	CHT inh	Kir21 inh
CC1=Nc2cc(C(=O)NCCCOC(C)C)ccc2Sc2ccc(C)cc21	i	-1.2
N#Cc1ccc(COC(=O)CCc2c[nH]c3ccccc23)cc1	i	-0.01
C#CCOCCOCCOCCNc1nc(N2CCN(C(=O)CCCCCCCCCCNC(=O)[C@H](CCC(=O)O)n3cc(CCCCCN)nn3)CC2)nc(N2CCN(C(=O)CCCCCCCCCCNC(=O)[C@@H]([C@H](C)O)n3cc(C)nn3)CC2)n1	i	·
COc1cccc(/C=C/C(=O)Nc2ccccc2N2CCOCC2)c1	i	0.53
Cc1cccc(C)c1-n1c(C)nn(CC2CC2)c1=O	i	-0.42
CC(C)Oc1ccc(C(=O)NC(C)(C)CO)cc1	i	-0.79
CCOC(=O)c1c(NC(=O)c2ccccc2C(=O)O)sc2c1CCC2	i	2.5
CC1Cc2ccccc2N1C(=O)C1CCCN1S(=O)(=O)c1ccc(Cl)cc1 (stereo unspecified)	i	-0.67
O=C(Nc1ccc2c(c1)OCCO2)c1ccoc1	i	1.3
CCN(CC)CCOC(=O)c1cccc(Cl)c1	i	1.2
CC(C)(C)OC(=O)N1CCC(CNC(=O)c2ccccc2)CC1	i	1.1
c1ccc(CCn2nnnc2CN2CCc3ccccc32)cc1	i	-2.8
Cc1cc(OCC(=O)N2CCc3ccccc3C2)c2c(-c3ccccc3)cc(=O)oc2c1	i	-0.09
O=S1(=O)CCN(Cc2ccccc2C(F)(F)F)CC1	i	0.51
COc1cccc(CN=CC2=C(O)CC(C)(C)CC2=O)c1OC	i	0.81
O=C(CNC(=S)N(CCCN1CCOCC1)Cc1cccs1)N1CCCCCC1	i	-0.48
CCCCn1c(N)c(N(CC(C)C)C(=O)c2oc3ccc(OC)cc3c2C)c(=O)[nH]c1=O	i	1.3
Cn1c(=O)n(C)c2cc(S(=O)(=O)NCCc3ccccc3)ccc21	i	-0.09
COCCN1C(=O)C(=O)/C(=C(/O)c2ccc(S(=O)(=O)N3CCCCC3)cc2)C1c1ccc(O)c(OC)c1 (stereo unspecified)	i	0.67
Cc1cc(C(=O)Nc2ccccn2)no1	i	1.7
O=C(Nc1ccc(S(=O)(=O)Nc2nccs2)cc1)c1cc(-c2ccccc2)nc2ccccc12	i	-0.03
CC(=O)c1cc2c(ccc3ccccc32)oc1=O	i	1
Cn1c(=O)[nH]c(=O)c2c1nc(Br)n2CCCCSc1nc2ccccc2o1	i	-1.6
Cc1cc(S(=O)(=O)N(Cc2ccccc2F)C2CC2)ccc1-n1cnnn1	i	-0.99
O=S(=O)(Cc1ccccc1)NCC1CCCN(Cc2ccc(F)c(F)c2)C1 (stereo unspecified)	i	-1.6
COc1ccccc1NC(=O)C1=C(C)NC(=O)NC1c1ccccc1[N+](=O)[O-] (stereo unspecified)	i	-0.26
O=C(O)/C=C/C(=O)Nc1ccccc1SC(F)(F)F	i	1.4
N#CCCN(Cc1ccccc1)C(=O)Nc1ccccc1	i	-0.47
CC(=O)CC1(O)C(=O)N(Cc2ccccc2)c2ccccc21 (stereo unspecified)	i	-0.01
COc1ccccc1/C=C/C1(C(=O)NC2CCCC2)CC(=O)N1c1ccc(C)cc1 (stereo unspecified)	i	0.1
COc1cccc(Nc2ncnc3c2cnn3C)c1	i	-1.5
NC(=O)/C(=C/c1ccco1)NC(=O)/C=C/c1ccccc1	i	-2.5
COc1ccc(CCNC(=O)/C=C/c2cc(OC)c(OC)c(OC)c2)cc1OC	i	2.5
O=C1CC(Nc2cc(=O)[nH]c(=O)[nH]2)C(=O)N1c1ccccc1Cl (stereo unspecified)	i	1.8
O=C(CSCc1ccc(Cl)cc1Cl)Nc1ccccc1C(=O)Nc1ccc(C(=O)O)cc1	i	-0.86
CCCCOc1ccc(C(=O)Nn2cnnc2)cc1	i	1.7
C/C(Cl)=C/Cn1c(SC(C)C)nc2c1c(=O)[nH]c(=O)n2C	i	·
COc1ccc(NC(=O)C2CCCC2)cn1	i	-0.09

Records above printed as active in Kir21 inh.
SMILES	CHT inh	Kir21 inh
Cc1ccc(C(C)C)c(OCCCCN2CCNCC2)c1	i	-6.1*
COc1cccc(NC(=O)CSc2nc3c(sc4ccccc43)c(=O)n2CCCN2CCCC2)c1	i	-5.7*
